Bioassay records: PubChem, Broad Institute
RAD54 branch = RAD54 (human) branch migration inhibition. RAD54 Holliday junction branch migration, FAM/BHQ fluorescence. inhibition, % at 10.4 µM. 360,000 tested, 0.14% active. AID 602329;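 active = mean normalized replicate activity at least 40 and at least half of replicates scoring 40 or more; inconclusive = only one of the two criteria met; inactive = mean below 40 and under half of replicates reaching 40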;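 also: 0% = median of neutral control wells and 100% = median of positive control wells; inhibitors cause a drop in the FAM fluorescence signal; in these data hits start at about 50%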
GSIS activator = GLuc luminescence reporter in INS-1E cells, primary screen for activators of glucose-dependent secretion of insulin | activation, % at 16.6 µM | INS-1E GLuc reporter insulin secretion, 2-3 h | 370,000 tested, 0.61% active;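 active = lowest replicate activation of at least 40%, so every replicate reaches that level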;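 also: 0% = median of neutral control wells and 100% = median of IBMX positive control wells; some compounds called inactive have numbers as strong as hits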
RAD52 anneal inh = RAD52 (human) annealing inhibition. P43351. inhibition, % at 18.7 µM. recombinant RAD52 DNA annealing, FRET fluorescence. AID 651710. 360,000 tested, 0.46% active;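 active = every replicate showing at least 50% inhibition; inconclusive = mean inhibition at least 50% but not in every replicate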
Target sequence (P43351 whole entry, looked up): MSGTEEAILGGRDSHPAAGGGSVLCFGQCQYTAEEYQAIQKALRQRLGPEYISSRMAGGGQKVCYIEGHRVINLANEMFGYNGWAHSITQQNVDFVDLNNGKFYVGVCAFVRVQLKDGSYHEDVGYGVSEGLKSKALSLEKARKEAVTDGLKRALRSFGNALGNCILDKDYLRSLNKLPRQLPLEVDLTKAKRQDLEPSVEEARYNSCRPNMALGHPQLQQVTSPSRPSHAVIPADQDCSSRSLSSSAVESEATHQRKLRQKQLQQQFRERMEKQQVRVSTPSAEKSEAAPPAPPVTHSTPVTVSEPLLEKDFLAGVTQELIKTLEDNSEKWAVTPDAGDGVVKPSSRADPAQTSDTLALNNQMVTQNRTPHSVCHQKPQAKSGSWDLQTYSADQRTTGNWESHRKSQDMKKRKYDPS
CASP6 VEID inh = caspase-6 (human) enzyme inhibition; 350,000 tested, 0.53% active; purified caspase-6, Z-VEID-R110 cleavage fluorescence; AID 686996; inhibition, % at 12.5 µM;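 active = mean inhibition across replicates at least about 35%, with every replicate also reaching that limit, limit read from the data; inconclusive = only one of the two criteria met; inactive = neither criterion met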;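 also: 0% = median of neutral control wells and 100% = no fluorescence left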
Target sequence (P55212 24-179 limits assumed): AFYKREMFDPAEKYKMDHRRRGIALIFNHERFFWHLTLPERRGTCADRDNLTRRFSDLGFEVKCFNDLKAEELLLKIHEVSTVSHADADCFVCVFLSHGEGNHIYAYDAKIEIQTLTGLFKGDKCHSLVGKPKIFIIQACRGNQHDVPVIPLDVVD
Target sequence (P55212 194-293 limits assumed): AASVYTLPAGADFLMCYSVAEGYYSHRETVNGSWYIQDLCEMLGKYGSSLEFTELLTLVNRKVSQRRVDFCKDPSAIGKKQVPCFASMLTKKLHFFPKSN
Xi reactivation = activators of X-chromosome reactivation in mouse fibroblasts | XiGFP mouse fibroblasts, % GFP-positive cells imaging, 3 d; cells co-treated with 5-aza-dC sensitizer; scaled so ellipticine positive control = 100% | activation, % at 7.58 µM | 360,000 tested, 0.055% active | AID 743238;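 active = mean normalized replicate activation at least 10% and every replicate at or above 10%; inconclusive = only one of the two criteria met; inactive = mean below 10% and not all replicates reach 10%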;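 also: 0% = median of on-plate neutral control wells and 100% = ellipticine 6 µM median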
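Assay system: SV40-immortalized XiGFP fibroblast cells, line 68-5-11; buffer or medium: DMEM plus 5-aza-dC sensitizer; compound: one concentration, pinned; timing: compounds 3 days, fix/stain 15 min at room temperature; benchmarks: positive control ellipticine, 6 µM final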
DENV2 CPE = protects cells from dengue virus 2 cytopathic effect | 350,000 tested, 1.7% active | AID 651640 | DENV2-infected cells, cytopathic effect rescue, plate reader | CPE inhibition, % at 9.99 µM; in the data active = CPE inhibition above about 20%, passing the limit was not always enough; inconclusive = no clear call, values can overlap the other calls; tested in BHK-21 cells;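 also: 0% = median of neutral control wells and 100% = median of positive control wells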
E-sel inducer = induces E-selectin expression in human endothelial cells | P16581 | HUVEC E-selectin immunofluorescence imaging; normalized: neutral wells 0, TNF-alpha wells 100 | activation, % at 7.58 µM | 260,000 tested, 0.37% active;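 active = mean E-selectin-positive cell signal at least 10% of the positive control, reached in at least 60% of replicates, without over 20% cell loss; inconclusive = no rule given, readout overlaps actives, possibly toxicity-flagged; inactive = the rest, including those meeting only one limit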;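 also: in these data hits start at about 27%; measured in HUVEC primary endothelial cells; signal is the percent of cells scored E-selectin positive by PE staining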
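Material: HUVEC primary endothelial cells; Amount: 3,000 cells per well; Dosing: single concentration; Medium: EGM-2 growth medium on 0.1% gelatin-coated wells; Read-out basis: percent E-selectin-positive cells; Signal: immunofluorescence imaging; Control set: TNF-alpha, DMSO.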
F508del corr = correctors of CFTR F508del function in bronchial epithelial cells; activity (quench increase), % at 7.58 µM; CFBE cells, YFP halide quenching; stimulated with forskolin plus potentiator P3; % fluorescence drop versus neutral controls; 350,000 tested, 0.36% active; AID 720511;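 active = mean added fluorescence quench of at least 8% versus neutral control, with both replicates also reaching 8%; inconclusive = only one of the mean or replicate conditions met; inactive = mean below 8% and not both replicates reaching 8%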;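 also: cells transiently co-express mutant CFTR-F508del with the halide-sensitive YFP; corrector assay measuring rescue of mutant channel to the surface after 24 h compound exposure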
Active calls of the source: *; ? = inconclusive; · = not tested or not shown.

SMILES	RAD54 branch	GSIS activator	RAD52 anneal inh	CASP6 VEID inh	Xi reactivation	DENV2 CPE	E-sel inducer	F508del corr
C[C@@H](NC(=O)C[C@H]1CC[C@@H](NC(=O)Cc2ccccn2)[C@@H](CO)O1)c1ccccc1	2	-9	2	-7	0.0	-2	-0.1	-1.9
O=S(=O)(NC[C@@H]1CC[C@@H]2[C@@H](CN2Cc2ccccc2C(F)(F)F)O1)c1ccccc1	·	·	-5	1	·	-1	·	-0.6
Cc1ccc([C@@H]2CC=C(C(=O)O)[C@H](c3cccc(Cl)c3)N2S(=O)(=O)c2ccc(C)cc2)cc1	2	-12	-10	10	0.0	42*	0.1	1.6
CCc1ccc(-c2cc(C)no2)cc1S(=O)(=O)N1CCOc2ccccc21	0	-8	-34	0	0.1	3	·	2.9
CN1CCN(Cc2nc3ccccc3c(=O)n2Cc2nc(-c3ccccc3F)cs2)CC1	-5	-14	·	·	0.1	·	1.0	·
C[C@H](CO)N1C[C@H](C)[C@@H](CN(C)Cc2ccccc2)Oc2cc(C3=CCCC3)ccc2S1(=O)=O	1	3	-4	0	-0.3	0	1.3	-2.4
O=C(C1CCOCC1)N1CC[C@@H]2[C@H](CO)Nc3ccc(-c4ccc(F)cc4)cc3[C@@H]21	-1	15	-63	-5	0.2	0	0.3	2.1
CC(=O)N1c2ccc(S(=O)(=O)N(C)CC(=O)NC(C)c3ccccc3)cc2CC1C (configuration not stated)	-6	10	-12	1	0.1	-2	·	-1.5
CCOC(=O)c1c(CSC(=N)N)n(C)c2cc(Br)c(OC(C)=O)cc12	·	·	27	8	0.1	3	·	-2.0
C[C@@H]1CN([C@H](C)CO)C(=O)c2cc(NC(=O)Cc3ccccc3)ccc2O[C@@H](C)CCCCO[C@H]1CN(C)C(=O)C1CCCCC1	7	-29	-5	2	0.2	?	0.2	1.5
O=C(Nc1cccc(Cl)c1)N1C[C@H]2[C@@H](c3ccccc31)[C@@H](CO)N2Cc1cccnc1	17	-2	0	5	0.0	17	0.4	2.3
O=C(O)CC/C(=C\c1ccc(Cl)c([N+](=O)[O-])c1)c1nc2ccccc2s1	5	-2	-9	1	0.2	-10	-1.3	0.5
CCCCC(=O)NC(=S)Nc1cccc(C(=O)O)c1	-19	2	-10	-1	0.0	14	·	0.0
COc1ccc(-c2ccc3n(c2=O)C[C@H]2[C@H](CO)[C@@H](C(=O)N(C)C)N(CC4CC4)[C@@H]32)cc1	-5	5	3	2	0.1	0	-0.3	0.0
CCC(=O)Nc1cccc(C2=NOC3(C2)C[C@H](C(N)=O)N(C(=O)Cc2ccc([N+](=O)[O-])cc2)C3)c1 (some centres not stated)	-5	-7	-20	2	0.1	9	0.0	-0.2
S=C1NCCOCCOCCOCCOCCN1	3	6	-1	-5	·	6	·	·
COc1cccc(C#Cc2ccc3c(c2)O[C@H](CN(C)S(=O)(=O)c2ccccc2F)[C@H](C)CN([C@@H](C)CO)S3(=O)=O)c1	1	-2	-30	3	-0.9	32	0.3	2.2
CCOC(=O)c1c(NC(=S)Nc2ccc(OC)cc2)sc2c1CCCCC2	·	·	0	0	0.0	-1	·	·
CCC(C)NC(=O)CSc1nc2cc3c(cc2c(=O)n1Cc1ccco1)OCO3 (configuration not stated)	·	7	-13	-3	0.2	11	0.3	2.6
OC[C@@H]1CN(Cc2ccc3c(c2)OCO3)C[C@H](n2cnc3c(NC4CC4)ncnc32)O1	3	·	-6	-1	-0.1	0	-0.1	-0.9
C#CCOCCOCCOCCNc1nc(N2CCN(C(=O)[C@H](CCCCN)n3cc(CCC(=O)O)nn3)CC2)nc(N2CCN(C(=O)[C@H](CCCCN)n3cc(CC(C)O)nn3)CC2)n1 (some centres not stated)	-22	-4	-18	-2	0.0	·	-0.1	1.3
COCCNC(=O)C[C@H]1CC[C@@H]2[C@H](COc3ccc(NC(=O)Cc4ccccc4)cc3C(=O)N2C)O1	1	5	-2	-2	0.3	2	0.1	-0.6
CCn1cc(Cl)c(C(=O)Nc2cc(C(=O)OC)cc(C(=O)OC)c2)n1	·	6	-4	1	0.3	2	-0.3	1.1
O=C(O)COc1ccccc1/C=N/NC(=O)CSc1nc2ccccc2c(=O)n1-c1ccccc1	4	9	-14	3	-0.2	-8	1.9	3.0
COc1ccc(-n2c(SCC(=O)Nc3ccc(Cl)cc3)nc(O)c(Cc3ccccc3)c2=O)cc1	3	10	-7	-3	2.7	7	-0.3	-0.7
C[C@@H]1CN([C@H](C)CO)C(=O)c2cc(NS(=O)(=O)c3ccccc3)ccc2O[C@H]1CN(C)Cc1ccc(-c2ccccc2)cc1	-2	-9	-17	0	0.0	?	0.0	0.9
COc1ccc(-c2csc(NC(=O)CN3C(=O)C4CC=CCC4C3=O)n2)cc1OC (configuration not stated)	-3	20	-10	4	0.0	-12	-0.3	-1.2
COc1cccc(NC(=O)Nc2ccc3c(c2)C(=O)N(C)[C@@H]2CC[C@@H](CC(=O)NCCc4ccccc4)O[C@@H]2CO3)c1	1	-14	9	7	0.3	0	0.1	·
O=C(O)C[C@H]1C[C@H]2c3cc(NC(=O)C4CCC4)ccc3O[C@H]2[C@@H](CO)O1	5	9	14	-1	0.0	-1	-0.4	-5.6
CCCOC(=O)CSC1=C(C#N)C(c2ccccc2Cl)CC(=O)N1 (configuration not stated)	13	-33	-3	-1	-0.1	3	0.2	1.0
CCCCNC(=O)c1ccc(Cc2cn(C)c3ccccc23)nc1	5	-2	-6	-3	0.2	0	-2.8	3.3
Cc1nn(-c2ccccc2)c(C)c1NC(=O)COC(=O)c1cc([N+](=O)[O-])ccc1NCCO	-7	0	-15	2	0.3	10	·	-1.7
COc1cccc(S(=O)(=O)Nc2ccc3c(c2)OC[C@H](C)N(Cc2ccccc2F)C[C@H](C)[C@@H](OC)CN(C)C3=O)c1	·	-4	8	-1	0.4	?	-0.1	1.1
CN(C)C(=O)CN1C(=O)NC2(CCc3ccccc32)C1=O (configuration not stated)	3	5	-11	-1	0.5	-6	0.2	1.2
CCN(CC)CCNC(=O)c1ccc(NC(=O)c2cc(-c3ccco3)nc3ccccc23)cc1	31	7	-17	-24	0.0	-5	-0.6	-2.9
O=C(Nc1nc2ccccc2s1)c1cc(-c2ccccc2)nn1-c1ccccc1	7	-3	-22	-2	0.0	-5	·	5.6
Cc1ccsc1/C=N/NC(=O)c1cc(-c2ccncc2)nc2ccccc12	·	-12	-22	5	0.3	-2	·	·
CCCCCOc1ccc(CSc2n[nH]c(C)n2)cc1	·	-12	-4	1	0.0	3	·	-1.7
O=C(NC(=S)N(Cc1ccccc1)c1ccccn1)C1CC1	-1	2	-22	-2	0.1	-11	-2.7	1.8
Cc1cc(F)ccc1C(O)c1ncc(-c2ccccc2F)[nH]1 (configuration not stated)	-5	-19	-5	3	0.1	4	0.1	-0.9
C[C@@H]1CN([C@H](C)CO)C(=O)c2cc(NS(=O)(=O)c3ccc(F)cc3)ccc2O[C@@H]1CN(C)S(C)(=O)=O	·	13	·	·	3.1	·	0.2	-0.7
CCc1nnc(NC(=O)CSc2nc(-c3ccc(F)cc3)cc(-c3ccccc3)c2C#N)s1	·	3	-15	0	0.0	-3	·	-1.6
C[C@@H]1CN([C@H](C)CO)C(=O)c2cc(NC(=O)Cc3ccccc3)ccc2O[C@@H](C)CCCCO[C@H]1CN(C)S(=O)(=O)c1ccccc1	2	-14	-41	-1	-0.1	-3	·	3.6
COCc1c(C(=O)OCc2c(C)noc2C)oc2ccccc12	·	21	-1	-2	0.1	-7	-0.1	1.2
COc1ccc(OC)c(Nc2nc3ccc(C)cc3n3cnnc23)c1	-1	·	-5	-2	0.0	-2	0.3	1.3
CCN(CC(=O)Nc1ccc2c(c1)OCCO2)C(=O)CSCC(=O)Nc1ccc(C)cc1	·	6	0	1	0.8	?	0.1	-0.5
O=S(=O)(NCC(c1cccnc1)N1CCN(c2ccccc2F)CC1)c1cccs1 (configuration not stated)	-9	-18	-12	2	-0.1	?	-0.7	3.2
Cc1cccc(NC(=O)C2CCCN2C(=O)OCc2ccccc2)c1 (configuration not stated)	-4	2	2	-2	·	-15	·	1.9
COc1ccc(-c2cc(C(=O)O)nc3ccc4ccccc4c23)cc1OC	·	-2	-11	0	1.2	-2	0.9	1.6
CCNC(=O)C[C@H]1CC[C@@H]2[C@H](COC[C@@H](O)CN2C(=O)Nc2ccc3c(c2)OCO3)O1	0	1	-15	0	-0.1	-3	0.2	0.5
CC(=O)Nc1ccc(NC(=O)COC(=O)c2ccccc2C(=O)c2ccccc2)cc1	11	5	-15	4	0.2	-7	·	-3.1
CC(C)NC(=O)c1ccc(NC(=O)CC2SC(N3CCCC3)=NC2=O)cc1 (configuration not stated)	-5	·	-3	1	0.0	-4	·	-0.7
Cc1ccc(S(=O)(=O)N2CCN(CC(=O)NCC3(N4CCOCC4)CCCCC3)CC2)cc1	-8	-1	-16	-2	0.0	2	·	3.9
O=C(N/N=C/c1cccnc1)c1cccc(NC(=O)c2cccc(Br)c2)c1	-7	-8	-11	-1	0.1	11	23	0.7
COc1ccc(S(=O)(=O)Cc2ccc(C(=O)NCC(OC)OC)o2)cc1	-3	·	-2	3	0.0	7	-0.1	0.3
COc1cccc(CC(=O)OCC(=O)c2cc(OC)c(OC)c(OC)c2)c1	-6	15	-17	2	-0.1	-12	·	-1.0
Cc1ccc(S(=O)(=O)N2CCN(C(=O)CCC(=O)NCCc3ccc(S(N)(=O)=O)cc3)CC2)c(C)c1	·	-4	-5	2	0.2	-4	·	4.0
CC12CC3(C)CC(C)(C1)CC(C(=O)NC(=S)N1CCCC1)(C2)C3	-18	10	-10	-1	0.0	9	·	-1.7
O=C(Nc1cc(Br)c(O)c(Br)c1)c1cccc(NC(=O)c2ccco2)c1	-9	·	-2	23	0.0	2	2.0	-2.5
C[C@H]1CN([C@@H](C)CO)C(=O)c2cccc(NC(=O)C3CCCCC3)c2O[C@H]1CN(C)S(=O)(=O)c1cccs1	-29	-18	6	0	-0.1	-2	-0.1	-1.0
Cc1cc(=O)oc2cc(NC(=S)NCc3cccnc3)ccc12	-10	11	-13	0	-0.1	-2	2.9	-1.8
COc1ccccc1NS(=O)(=O)c1cc(C(=O)NCC(c2ccco2)N2CCCCC2)ccc1C (configuration not stated)	·	-35	6	-148	0.0	3	1.2	-1.1
O=C(CSc1nccc(=O)[nH]1)Nc1ccccc1Sc1ccccc1	·	17	-12	-1	0.1	-1	·	·

2 neighbouring compounds from above:
SMILES	RAD54 branch	GSIS activator	RAD52 anneal inh	CASP6 VEID inh	Xi reactivation	DENV2 CPE	E-sel inducer	F508del corr
COc1ccccc1NS(=O)(=O)c1cc(C(=O)NCC(c2ccco2)N2CCCCC2)ccc1C (configuration not stated)	·	-35	6	-148	0.0	3	1.2	-1.1
O=C(CSc1nccc(=O)[nH]1)Nc1ccccc1Sc1ccccc1	·	17	-12	-1	0.1	-1	·	·

Compounds were not picked by outcome; 3.7% or so of the library scored in one or more.
